Screens from PubChem BioAssay.
Pf growth 96h – Primary qHTS for delayed death inhibitors of the malarial parasite plastid, 96 hour incubation. 320,000 compounds, 6.9% hits. AID 504834, 2011. P. falciparum luciferase reporter growth, 96 h. Potency, µM (series often up to 28.7 µM), inactives show top-dose activity change, negative = inhibition, most hits filed as inhibitors; note: potency is the fitted concentration of half-maximal effect; % is set by controls: 0 for no effect and ±100 for the full control effect
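Two parasite generations (96 h, 37 C, 5% CO2) of compound exposure in infected erythrocytes (0.05% parasitemia, 2% hematocrit). Luciferase-reporter P. falciparum; decreased luminescence indicates inhibited growth, aimed at apicoplast-acting delayed death.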
Pf growth 48h – Primary qHTS for delayed death inhibitors of the malarial parasite plastid, 48 hour incubation; 310,000 compounds, 5.9% hits; AID 504832, 2011; Potency, µM (titrated, usually from 28.7 µM), inactives show at the top dose activity change, negative = inhibition, most hits filed as inhibitors; P. falciparum luciferase growth in erythrocytes, 48 h; note: potency is the fitted concentration of half-maximal effect; % is set by controls: 0 for no effect and ±100 for the full control effect
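Firefly luciferase activity from engineered P. falciparum reports growth; inhibitors lower the luminescent signal. Cultures contained 2% hematocrit erythrocytes at 0.1% final parasitemia.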
LmPK inh – qHTS Assay for Inhibitors of Leishmania Mexicana Pyruvate Kinase (LmPK) | Q27686 | purified LmPK, Kinase-Glo ATP luminescence, 1 h | Potency, µM (doses to about 57.5 µM), for inactives: at the highest dose activity change, negative = inhibition, hits mostly inhibitors | 290,000 compounds, 0.37% hits; note: potency is the fitted concentration of half-maximal effect; % is set by controls: 0 for no effect and ±100 for the full control effect
Target sequence (Q27686 whole entry, looked up): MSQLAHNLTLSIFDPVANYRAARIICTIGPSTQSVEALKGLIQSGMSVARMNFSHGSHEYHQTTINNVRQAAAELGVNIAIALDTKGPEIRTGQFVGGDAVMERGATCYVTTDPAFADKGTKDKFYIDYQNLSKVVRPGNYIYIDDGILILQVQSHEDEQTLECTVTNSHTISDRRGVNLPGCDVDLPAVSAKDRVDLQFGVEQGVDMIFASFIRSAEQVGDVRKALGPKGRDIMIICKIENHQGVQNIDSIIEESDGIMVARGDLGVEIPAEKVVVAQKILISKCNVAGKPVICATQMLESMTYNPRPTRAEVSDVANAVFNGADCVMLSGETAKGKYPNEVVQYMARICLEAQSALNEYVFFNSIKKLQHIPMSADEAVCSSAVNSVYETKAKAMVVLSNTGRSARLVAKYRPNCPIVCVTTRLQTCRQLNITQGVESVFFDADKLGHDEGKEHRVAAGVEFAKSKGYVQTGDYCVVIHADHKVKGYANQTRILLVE
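Purified LmPK (0.1 nM) converted ADP (0.1 mM) to ATP with PEP (0.5 mM) in imidazole buffer pH 7.2 with KCl and MgCl2, 1 h at room temperature. ATP was read by Kinase-Glo luminescence; data normalized to uninhibited and no-enzyme controls.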
Shiga toxin inh – A qHTS for Small Molecule Inhibitors of Shiga Toxin | AID 2315, 2010 | inhibition, % at 38.7 µM | 290,000 compounds, 9.2% hits | Vero cells, Shiga toxin protein synthesis inhibition reporter; in the data active = inhibition mostly above about 28%, no sharp cut-off; inactive = mostly below about 43%; note: 0% is about no effect
Cycloheximide cs – Cycloheximide Counterscreen for Small Molecule Inhibitors of Shiga Toxin | cell reporter, cycloheximide protein synthesis inhibition counterscreen | AID 2314, 2010 | 300,000 compounds, 12% hits | max response, %; in the data active = max response mostly above about 13%, no sharp cut-off; inactive = mostly below about 14%; note: read at 38.3 µM for the half of the compounds with a filed dose; 0% is about no effect
HCV inh – qHTS Assay for Inhibitors of Hepatitis C Virus (HCV). Potency, µM (series often up to 41.8 µM), for inactives: at the top dose activity change, negative = inhibition, actives largely listed as inhibitors. Huh7.5.1 HCVcc-Cre infection, luciferase reporter, 44 h. 340,000 compounds, 3.4% hits; note: potency is the fitted concentration of half-maximal effect; % is set by controls: 0 for no effect and ±100 for the full control effect
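Whole-lifecycle infectious HCVcc-Cre system; cells 1,000/well, compound then virus (~0.5 moi) added 4 h after plating, 44 h culture. Luciferase read 15 sec following 15 min substrate incubation, room temp.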
TbPYK inhibitor – qHTS of Trypanosoma Brucei Inhibitors | TbPYK enzyme, Kinase-Glo Plus ATP luminescence, 45 min | Potency, µM (top dose mostly 76.8 µM), for the others: at the top dose activity, negative = inhibition, actives largely listed as inhibitors | 410,000 compounds, 0.12% hits; note: potency is the fitted concentration of half-maximal effect; % is set by controls: 0 for no effect and ±100 for the full control effect; nearly all actives have a fitted effect of over 50% in size
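ADP (130 uM final) triggers the TbPYK reaction after compound addition; incubation is 45 min at room temperature. Kinase-Glo Plus is then added and luminescence imaged. Normalized data are fitted to concentration-effect curves.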
* marks the source's active call; other numbers are inactive results; i = inactive; ? = inconclusive; / = not tested or not shown; & = joins results of further samples; [ ] = another dose, or the depositor's remark. Unless noted, calls come from the whole dose curve; as a rule, active = well fitted curve in the direction sought with a large enough effect; inconclusive = small, poorly fitted or top-dose-only effect, or another doubt; inactive = no such curve, though single readings can be large; an effect the other way counts as inactive or inconclusive.

Structure | Pf growth 96h | Pf growth 48h | LmPK inh | Shiga toxin inh | Cycloheximide cs | HCV inh | TbPYK inhibitor
COc1ccc(Cl)cc1NC(=O)CN1CCN(S(=O)(=O)N2CCCCC2)CC1 | ? | ? | -1% | -8 | -2 | ? | 4%
COc1ccc(C(=O)N2CCC(N3CCN(c4ccccc4)CC3)CC2)cc1 | / | / | -7% | -5 | -1 | 9% | 2%
CC1(C)Cc2ccccc2C(=NCCCCCC(=O)O)N1 | -10% | 6% | -3% | -4 | -1 | -12% | /
Cc1ccc(NC(=O)CCc2c(C)nn(-c3ccc(N4CCCCC4)nn3)c2C)cc1F | 0% | 34%[activator] | 1% | 71* | 41* | -25% | 2%&0%
COc1ccc(C(=O)/C=C\N2CCOCC2)cc1 | ? | 1% | 10% | -15 | 16 | -10% | -7%
COC(=O)C1=C(C)N(Cc2cccnc2)C(=O)/C1=C\c1sccc1C | 50%[activator] | ? | 5% | 19 | 1 | 11µM* | -4%
O=C(Nc1ccc(-c2ccccc2)cc1)c1ccco1 | 4.7µM* | -16% | 0% | -3 | 2 | 6% | 9%
COC(=O)CCC(=O)Nc1nnc(C(F)(F)F)s1 | -3% | / | 5% | 2 | -2 | 3% | 1%
O=C(CSc1nnc(-c2ccco2)o1)c1ccccc1 | ? | ? | -2% | 66 | 33* | 10% | -12%
Cc1ccc2cc(COC(=O)c3ccncc3)c(=O)[nH]c2c1 | / | 2% | 3% | -8 | 9 | -3% | -5%
Cc1nc(SCC(=O)Nc2nc3ccccc3s2)c(C#N)c(C)c1C | ? | -71% | 6% | 34 | 29* | ? | ?
Cc1ccc(C(O)CN2C3=NCCCN3c3ccccc32)cc1 (stereo unspecified) | 4.1µM* | ? | 2% | -44 | -3 | ? | -10%
COCCOC(=O)c1c(C)n(C)c2ccc(OC(=O)N3CCOCC3)cc12 | ? | -4% | -1% | 18 | 0 | 7% | 8%
Cc1ccc(-n2ncc3c2ncn2c(-c4ccncc4)nnc32)cc1 | ? | 33%[activator] | 2% | 11 | -6 | / | /
Cn1cccc1/C=N/NC(=O)c1sc2ccccc2c1Cl | 113%[activator] | 84%[activator] | 2% | 66 | 40* | -15% | 1%

Following part:
Structure | Pf growth 96h | Pf growth 48h | LmPK inh | Shiga toxin inh | Cycloheximide cs | HCV inh | TbPYK inhibitor
CC(=O)Nc1cc2c(cc1NC(=O)c1cnccn1)OCCO2 | ? | / | 13% | -6 | 4 | 22% | 0%
COc1ccc(NS(=O)(=O)c2ccc(S(=O)(=O)N3CCCC3)cc2)cc1 | / | -20% | 31% | -4 | -4 | 1% | 0%
CCc1ccccc1S(=O)(=O)Cc1ccc(C(=O)NCC2CCCO2)o1 (stereo unspecified) | 9% | -9% | 6% | 15 | 8 | 10% | -15%
CCNC(=O)CSC1=N/C(=C\c2ccc(O)c(OCC)c2)C(=O)N1c1ccc(OC(F)F)cc1 | -4% | ? | -6% | -35 | 4 | -20% | -10%
COc1cc(C(C)=O)ccc1OCC(=O)N1CCc2ccccc2C1 | ? | -22% | 1% | -3 | -3 | -11% | 1%
COc1ccccc1CNC(=O)COC(=O)c1ccc(C)c(S(=O)(=O)N2CCCCC2)c1 | -2% | 14% | 0% | 12 | -2 | -2% | -2%
COc1cccc(/C=N/c2sc(Cc3ccccc3)c(C)c2C(N)=O)c1O | 23% | 43%[activator] | -2% | -8 | 5 | 18% | -3%
Cc1cc(C)nc(NS(=O)(=O)c2ccc(NC(=O)c3ccc(S(=O)(=O)N4CCOCC4)cc3)cc2)n1 | ? | -3% | -4% | 3 | -2 | 18% | -3%
CSc1nnc(C)c(=O)n1COC(=O)c1ccc(S(=O)(=O)N(C)C)cc1 | ? | 16% | 0% | -12 | 5 | 8% | -5%
O=[N+]([O-])c1cc(Cl)c(O)c2ncccc12 | 10% | -6% | -14% | 23 | 24 | -15% | -13%
C=CCn1c(C)cc(C(=O)COC(=O)c2ccc3c(c2)NC(=O)CS3)c1C | -8% | 29% | -1% | 39* | 18* | ? | -10%
COc1ccc(C2NC3=C(CCC3)C3(C#N)C(OC)(OC)N=C(N)C23C#N)cc1 (stereo unspecified) | 2% | 12% | 2% | 32 | -4 | 5% | -5%
COC(=O)c1cnc2c(c(C)nn2C)c1OC | 9% | -6% | -2% | -3 | 8 | 16% | -1%
O=C(CCCN1C(=O)c2cccc3cccc(c23)C1=O)NCc1ccco1 | 128%[activator] | -12% | 1% | -7 | 1 | -17% | -6%
O=C(O)CCC(=O)Nc1ccc(F)cc1 | 28% | 8% | 8% | -11 | -6 | 6% | 4%

(further entries)
Structure | Pf growth 96h | Pf growth 48h | LmPK inh | Shiga toxin inh | Cycloheximide cs | HCV inh | TbPYK inhibitor
COc1cc2[nH]c(=S)n(Cc3ccc(C)cc3)c(=O)c2cc1OC | 10µM* | -25% | -2% | -8 | -1 | -20% | -7%
Cc1ccccc1N(CC(=O)NCCc1ccccc1)C(=O)CCC(=O)Nc1ccccn1 | 6% | ? | 1% | 5 | 5 | -7% | 5%
Cc1ccc(NC(=O)CN2C(=O)NC(Cc3c[nH]c4ccccc34)C2=O)cc1S(=O)(=O)N1CCCCC1 (stereo unspecified) | ? | -12% | 1% | -11 | -3 | 11µM* | 14%
CCCCCCCCCCC[N+](C)(C)CC/C=C1/c2ccccc2Sc2ccc(Cl)cc21 | ? | / | -1% | -3 | 2 | -28% | -5%
O=C(NCc1ccc(Cl)c(Cl)c1)c1cccnc1 | / | -4% | -4% | -14 | -2 | -9% | 2%
Clc1ccccc1CN1CCN(CCCc2ccccc2)CC1 | 26% | -10% | 2% | 25 | -3 | -9% | -18%
CC(=O)c1c(C)[nH]c2ccccc2c1=O | -1% | -6% | 5% | 2 | -3 | 9% | -13%
CSc1ccccc1NC(=O)COc1ccc(Cl)cc1C | 6% | -9% | -9% | 48* | 40* | ? | -5%
COc1cc2c(cc1OC)C(c1cccc(Cl)c1Cl)CC(=O)N2 (stereo unspecified) | ? | -20% | 2% | 11 | 2 | 0% | -18%
Cn1c(CN2CCOCC2)nc2cc(NC(=O)COc3ccccc3)ccc21 | -18% | -16% | 2% | 23 | 10 | ? | -1%
CC(=O)n1cc([C@@H]2C=C(C(=O)N3CCOCC3)O[C@H](OCCCCO)C2)c2ccccc21 | 9% | ? | 5% | -12 | -2 | 13% | -4%
CCOC(=O)c1c(NC(=O)CSc2nnc3c(n2)[nH]c2ccc(F)cc23)sc(C(C)=O)c1C | ? | ? | 0% | -9 | -2 | ? | 4%
CC(C)(C)OC(=O)N/N=C/c1cccc([N+](=O)[O-])c1 | ? | i | 7%[11.5 µM] | 82* | 50* | -15% | 1%
Cc1ccccc1-n1c(/C=C/c2ccccn2)nc2ccccc2c1=O | ? | ? | -1% | -3 | -2 | -23% | 3%
Cc1cc(C)n(-c2nc(N(C)C)nc(N(C)C)n2)n1 | -6% | ? | 1% | 13 | -1 | -30% | -2%

By substructure: the compounds so far with two or more sulfur atoms.
Structure | Pf growth 96h | Pf growth 48h | LmPK inh | Shiga toxin inh | Cycloheximide cs | HCV inh | TbPYK inhibitor
Cc1nc(SCC(=O)Nc2nc3ccccc3s2)c(C#N)c(C)c1C | ? | -71% | 6% | 34 | 29* | ? | ?
COc1ccc(NS(=O)(=O)c2ccc(S(=O)(=O)N3CCCC3)cc2)cc1 | / | -20% | 31% | -4 | -4 | 1% | 0%
Cc1cc(C)nc(NS(=O)(=O)c2ccc(NC(=O)c3ccc(S(=O)(=O)N4CCOCC4)cc3)cc2)n1 | ? | -3% | -4% | 3 | -2 | 18% | -3%
CSc1nnc(C)c(=O)n1COC(=O)c1ccc(S(=O)(=O)N(C)C)cc1 | ? | 16% | 0% | -12 | 5 | 8% | -5%
CCOC(=O)c1c(NC(=O)CSc2nnc3c(n2)[nH]c2ccc(F)cc23)sc(C(C)=O)c1C | ? | ? | 0% | -9 | -2 | ? | 4%

(further entries)
Structure | Pf growth 96h | Pf growth 48h | LmPK inh | Shiga toxin inh | Cycloheximide cs | HCV inh | TbPYK inhibitor
CC(C)N1CCCC(CNC(=O)CCc2nnc(CCCCc3ccccc3)o2)C1 (stereo unspecified) | ? | -10% | 4% | -7 | 2 | -9% | 3%
CC(C)CCNC(=O)Cn1c(=O)oc2cc(S(=O)(=O)N3CCc4ccccc43)ccc21 | 12µM* | / | 9% | -6 | -2 | -22% | -2%
CCOC(CCn1c(SCC(=O)NC2CCCC2)nc2ccccc2c1=O)OCC | -3% | 14% | -6% | -13 | -4 | 1% | 0%
Cc1ccnc2ccc(P(=O)(c3ccccc3)c3ccccc3)cc12 | ? | ? | 1% | -12 | -3 | / | /
O=C(NCCCN1CCOCC1)c1ccc(CS(=O)(=O)c2c(Cl)cccc2Cl)o1 | ? | -3% | 0% | -2 | -3 | -9%&7% | 1%
Cc1ccc(OCC(=O)Nc2ccc3c4c(cccc24)CC3)c(C)c1 | 16% | 15% | -3% | 1 | -1 | -5% | -1%
Cc1cccc2nc(-c3cccc(NC(=O)c4ccc(Cl)cc4)c3)cn12 | -2% | ? | 1% | -2 | 7 | ? | 2%
C/C(=N\NC(=O)CNc1cccc2ccccc12)c1ccc(Br)s1 | 19% | -1% | 5% | -8 | -2 | ? | -1%
COc1ccc(NC(=O)CSc2nc3c(c(=O)n2C)SCC3)cc1OC | 2% | -6% | -2% | -5 | 1 | -17% | -8%
O=C(NCCCCc1ccccc1)C1CC(c2ccc([N+](=O)[O-])cc2)=NO1 (stereo unspecified) | 0% | 7% | 2% | -4 | 2 | ? | -2%
c1ccc(Cc2cc(-c3ccccc3)on2)cc1 | 175%[activator] | 241%[activator] | 0% | 90* | 36* | ? | 5%
Cn1nc(C(=O)OCc2ccc(Br)cc2F)c2ccccc2c1=O | 30% | -3% | 2% | -3 | -4 | ? | 6%
Cc1nc2cc(NCc3cc([N+](=O)[O-])ccc3O)ccc2n1Cc1ccccc1 | 322%[activator] | ? | 0% | 33 | 2 | 4% | -3%
COc1ccc(NC(=O)c2ccccc2N(Cc2ccccc2)S(C)(=O)=O)c(OC)c1 | ? | ? | 2% | -6 | -3 | -8% | -7%
CC12CC3CC(C)(C1)CC(C(=O)NCc1ccncc1)(C3)C2 | 72%[activator] | 8% | -7% | -1 | -4 | 9% | 1%

New compounds follow:
Structure | Pf growth 96h | Pf growth 48h | LmPK inh | Shiga toxin inh | Cycloheximide cs | HCV inh | TbPYK inhibitor
Cc1c(Br)c([N+](=O)[O-])nn1CC(=O)NCc1ccco1 | ? | 8% | -2% | -8 | -1 | 11% | -3%
Cc1cc(-c2cccnc2)c(C#N)c(SCC#N)n1 | 36%[activator] | 16% | 1% | -1 | 15 | -6% | 1%
CCOC(=O)c1ccc(NC(=O)Cn2cc3c(n2)CCC(C)C3)cc1 (stereo unspecified) | 8% | 6% | 8% | -3 | -3 | -4% | -1%
COCc1cc(C)nc(OCC(=O)N/N=C/c2ccccc2)c1C#N | -9% | -8% | 6% | 33 | -1 | -16% | 4%
